Screening results from PubChem.
PAFAH1B2 inh = PAFAH1B2 enzyme inhibitors, primary screen, biochemical, fluorescence polarization, human. Platelet-activating factor acetylhydrolase IB subunit alpha2 (Homo sapiens), P68402. recombinant PAFAH1B2, FP-rhodamine activity probe. inhibition, % at 3.39 µM. actives 1.2% (n = 340,000). AID 492953, 2010;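 active means inhibition above the mean of all tested compounds plus 3 SD, cut at about 24% in these data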;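 further: 0% = enzyme with DMSO and 100% = wells lacking PAFAH1B2; many of its hits are not listed in these tables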
Target sequence (P68402 whole entry, looked up): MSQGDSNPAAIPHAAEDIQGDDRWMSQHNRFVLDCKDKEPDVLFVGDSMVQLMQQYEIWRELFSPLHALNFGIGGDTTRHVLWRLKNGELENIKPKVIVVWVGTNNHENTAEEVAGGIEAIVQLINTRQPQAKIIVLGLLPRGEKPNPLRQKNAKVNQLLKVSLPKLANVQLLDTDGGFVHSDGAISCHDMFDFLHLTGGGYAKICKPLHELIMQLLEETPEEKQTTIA
BCLXL inh = inhibitors of human Bcl-xL, primary screen, biochemical, fluorescence polarization, HTS; Bcl-2-like protein 1 (Homo sapiens), Q07817; GST-Bcl-xL / FITC-Bim BH3 peptide fluorescence polarization; inhibition, % at 10.9 µM; actives 0.7% (n = 320,000);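 active means inhibition above the mean of all tested compounds plus 3 SD, cutoff set per campaign, cut at about 30% in these data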;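 further: 0% = DMSO wells and 100% = unlabeled Bim-BH3 peptide competitor; inhibitors lower millipolarization by displacing the labeled peptide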
Target sequence (Q07817 whole entry, looked up): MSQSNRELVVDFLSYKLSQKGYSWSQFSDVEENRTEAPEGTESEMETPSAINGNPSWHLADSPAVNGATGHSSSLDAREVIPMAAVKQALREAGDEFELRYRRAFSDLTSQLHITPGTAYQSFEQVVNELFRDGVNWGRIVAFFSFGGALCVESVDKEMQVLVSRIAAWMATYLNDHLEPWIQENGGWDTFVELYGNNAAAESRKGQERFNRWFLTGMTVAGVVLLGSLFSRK
MCL1 BIM primary = inhibitors of MCL1 binding to BIM-BH3, primary screen, biochemical, fluorescence polarization. Induced myeloid leukemia cell differentiation protein Mcl-1 (Homo sapiens), Q07820. GST-MCL1 / FITC-Bim-BH3 fluorescence polarization. inhibition, % at 10.9 µM. actives 0.68% (n = 320,000). AID 2057, 2009;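 active means inhibition above the mean inhibition of all tested compounds plus 3 SD, set per campaign, cut at about 40% in these data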;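 further: 0% = DMSO wells and 100% = unlabeled Bim-BH3 peptide control; higher means more loss of mP so more displacement of Bim peptide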
Target sequence (Q07820 whole entry, looked up): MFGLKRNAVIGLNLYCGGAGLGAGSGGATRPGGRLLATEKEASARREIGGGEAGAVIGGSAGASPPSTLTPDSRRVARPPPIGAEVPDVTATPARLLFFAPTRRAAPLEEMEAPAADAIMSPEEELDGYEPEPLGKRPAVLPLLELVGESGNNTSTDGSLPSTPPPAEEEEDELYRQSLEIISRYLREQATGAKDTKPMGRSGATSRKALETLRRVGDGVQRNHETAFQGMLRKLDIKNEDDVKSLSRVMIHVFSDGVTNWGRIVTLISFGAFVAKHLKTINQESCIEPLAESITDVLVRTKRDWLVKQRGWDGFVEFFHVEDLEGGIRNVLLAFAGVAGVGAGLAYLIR
Fam108B counter = mouse Fam108B serine hydrolase inhibitors, primary screen, counter-screen for RBBP9 inhibitor project, biochemical, fluorescence polarization; recombinant Fam108B, FP-Rh probe fluorescence polarization; inhibition, % at 9.51 µM; actives 0.33% (n = 300,000);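 active means inhibition above the screen mean inhibition plus 3 SD, computed separately per campaign, cut at about 18% in these data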;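 further: inhibitors lower polarization as less probe binds the enzyme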
AHR activator = AHR activators, primary screen, cell-based, luminescence, luciferase reporter, human; AHR-responsive luciferase reporter cells; activation, % at 5 µM; actives 2.5% (n = 320,000); in the data active means activation above about 47%;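 further: 0% = vehicle wells and 100% = reference agonist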
MEX-5 binding = MEX-5 zinc finger RNA-binding disruptors – biochemical, C. elegans, fluorescence polarization, MLPCN library, primary screen; Zinc finger protein mex-5 (Caenorhabditis elegans), Q9XUB2; MEX-5/FITC-TCR2 RNA binding; hits give low values; activity score (negative = inhibition of binding), % at 10 µM; actives 0.38% (n = 300,000); AID 1832, 2009;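 active means inhibition past about -25% in most replicates, and total fluorescence under double the plate's negative control median, limit read from the data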;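 further: 0% = DMSO and -100% = 5 µM competing unlabeled TCR2 RNA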
GLD-1 TGE inh = GLD-1/TGE RNA complex disruptors, primary screen, biochemical, fluorescence polarization; purified GLD-1 + fluorescein TGE RNA; inhibition, % at 5.96 µM; actives 0.44% (n = 320,000);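 active means percent inhibition above a per-plate cutoff, the plate mean of test compounds plus 3 SD, cut at about 30% in these data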;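 further: 0% = DMSO wells with GLD-1 and probe and 100% = wells lacking GLD-1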
pPAFAH inh = pPAFAH enzyme inhibitors, primary screen, biochemical, fluorescence polarization, human; actives 1.5% (n = 330,000); recombinant pPAFAH, FP-rhodamine probe fluorescence polarization; inhibition, % at 3.39 µM;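 active means inhibition above the mean inhibition across the screen plus 3 SD, cut at about 25% in these data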;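 further: inhibitors block binding of the rhodamine activity-based probe so polarization drops; 0% = enzyme with DMSO and 100% = wells lacking pPAFAH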
PME-1 primary = PME-1 inhibitors via competitive probe labeling, primary screen, biochemical, fluorescence polarization, FP-Rh probe, HTS | Protein phosphatase methylesterase 1 (Homo sapiens), Q9Y570 | recombinant PME-1 | inhibition, % at 5.9 µM | actives 0.53% (n = 320,000);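 active means inhibition above the campaign mean of all compounds plus 3 SD, cut at about 26% in these data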;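 further: competitive labeling of PME-1 active site by serine hydrolase directed probe; 0% = PME-1 with DMSO and 100% = wells lacking PME-1 enzyme; inhibitors block probe labeling so polarization falls and inhibition rises; many of its hits are not listed in these tables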
* hit, by the source's call; . = not tested or not shown. The list is partial; the hit share may differ from the screen's.

Sequence of screens: Fam108B counter	PAFAH1B2 inh	PME-1 primary	AHR activator	BCLXL inh	pPAFAH inh	GLD-1 TGE inh	MCL1 BIM primary	MEX-5 binding
CC(NC(=O)Cn1cc(C(=O)C2CC2)c2ccccc21)c1ccccc1 (stereo unspecified)
    2	0	2	5	-1	5	0	1	0.6
CCCc1cc(=O)oc2cc(OCC(=O)Nc3ccccn3)ccc12
    -1	-1	3	21	-3	0	-12	-4	-1.7
CCn1c(/C=C/c2ccccc2C)nc2ccccc2c1=O
    -2	0	1	17	-3	-1	7	-1	2.1
O=C(O)CNC(=O)c1nc(-c2ccccc2)n(-c2ccccc2)n1
    4	2	-2	0	3	-3	-7	4	1.6
COc1cccc(NC2=C(NCCO)C(=O)c3ccccc3C2=O)c1
    1	3	5	10	13	14	9	15	-3.9
COc1cccc2oc(-c3ccco3)cc(=O)c12
    -1	-1	9	4	1	11	-4	2	0.4
Cc1cccc(/C(N)=N/OC(=O)c2ccc(Cl)cc2Cl)c1
    -1	20	-2	42	5	6	1	6	-3.3
O=C(O)c1ccc2ncsc2c1
    1	1	1	-2	2	4	5	-2	0.1
O=S(=O)(Nc1ccc2c(c1)nc1n2CCOC1)c1ccccc1
    -3	6	-1	0	7	6	0	1	0.0
COc1ccc(Cl)cc1Nc1nc(NCCO)nc(N2CCCCC2)n1
    7	1	8	8	7	1	-5	18	0.7
CC1c2cc3c(cc2CCN1C(=O)c1cccc(Cl)c1)OCCCO3 (stereo unspecified)
    1	4	0	1	16	5	5	14	0.1
O=C(Cn1c(=O)oc2cc(S(=O)(=O)N3CCCC3)ccc21)Nc1ccc(C(F)(F)F)cc1
    -10	6	1	1	2	8	11	0	4.5
CS(=O)(=O)c1cccc(C(=O)Nc2ccc(-c3nc4ccccc4[nH]3)cc2)c1
    -7	7	-14	14	10	0	1	13	-4.4
Cc1nn(C(=O)Cn2ccc([N+](=O)[O-])n2)c(C)c1Br
    -5	-7	-4	-1	13	-2	-5	14	-2.5
O=C(CSc1nnnn1-c1ccccc1)Nc1nsc(-c2ccccc2)n1
    3	3	2	4	0	-3	9	3	-0.3
CCn1c(=S)sc2c(=O)n(CC(=O)Nc3ccccc3OC)c(C)nc21
    -1	-1	0	8	-2	4	-7	-2	-2.1
O=c1[nH]cc(-c2ccccc2)c(=O)[nH]1
    0	9	-5	-1	4	-3	5	-3	2.9
COc1ccc(-c2nc(CN3CCN(c4ccccc4OC)CC3)c(C)o2)cc1
    2	-4	0	9	10	3	7	3	-0.8
COc1ccccc1/C=N/NC(=O)NC12CC3CC(CC(C3)C1)C2
    -1	11	1	4	3	0	7	4	-2.7
O=C(Oc1ccc(-c2cnc3ccccc3n2)cc1)c1cc([N+](=O)[O-])ccc1Cl
    -1	1	4	-1	9	4	-3	11	0.2

Part of the list above, with bars between the fields:
Molecule | Fam108B counter | PAFAH1B2 inh | PME-1 primary | AHR activator | BCLXL inh | pPAFAH inh | GLD-1 TGE inh | MCL1 BIM primary | MEX-5 binding
CCCc1cc(=O)oc2cc(OCC(=O)Nc3ccccn3)ccc12 | -1 | -1 | 3 | 21 | -3 | 0 | -12 | -4 | -1.7
CCn1c(/C=C/c2ccccc2C)nc2ccccc2c1=O | -2 | 0 | 1 | 17 | -3 | -1 | 7 | -1 | 2.1
O=C(O)CNC(=O)c1nc(-c2ccccc2)n(-c2ccccc2)n1 | 4 | 2 | -2 | 0 | 3 | -3 | -7 | 4 | 1.6
COc1cccc(NC2=C(NCCO)C(=O)c3ccccc3C2=O)c1 | 1 | 3 | 5 | 10 | 13 | 14 | 9 | 15 | -3.9
COc1cccc2oc(-c3ccco3)cc(=O)c12 | -1 | -1 | 9 | 4 | 1 | 11 | -4 | 2 | 0.4
Cc1cccc(/C(N)=N/OC(=O)c2ccc(Cl)cc2Cl)c1 | -1 | 20 | -2 | 42 | 5 | 6 | 1 | 6 | -3.3
O=C(O)c1ccc2ncsc2c1 | 1 | 1 | 1 | -2 | 2 | 4 | 5 | -2 | 0.1

Limited to GLD-1 TGE inh, for 2 of the compounds above:
compound | GLD-1 TGE inh
O=C(Cn1c(=O)oc2cc(S(=O)(=O)N3CCCC3)ccc21)Nc1ccc(C(F)(F)F)cc1 | 11
CS(=O)(=O)c1cccc(C(=O)Nc2ccc(-c3nc4ccccc4[nH]3)cc2)c1 | 1

Next compounds follow:
Sequence of screens: Fam108B counter	PAFAH1B2 inh	PME-1 primary	AHR activator	BCLXL inh	pPAFAH inh	GLD-1 TGE inh	MCL1 BIM primary	MEX-5 binding
O=C(NC(=S)N1CCCC1)c1ccc(Cl)cc1
    4	-3	-2	-9	4	1	1	-1	-2.0
Cc1cc(SCC(=O)Nc2cccc(S(=O)(=O)NC3=NCCCCC3)c2)nc2ccccc12
    -7	0	7	0	6	6	-2	6	-1.5
Cc1ccc(Nc2c(-c3ccco3)nc3ccccn23)cc1
    4	5	9	20	1	17	1	-9	0.2
COc1ccccc1-c1nc(-c2ccc(Br)cc2)no1
    -7	-2	-6	64*	8	-2	1	13	-4.5
CCOC(=O)C1=C(C)N(C)C(=O)NC1c1cccc([N+](=O)[O-])c1 (stereo unspecified)
    2	0	4	0	3	3	3	-3	-2.6
Cc1cc(C)n(Cc2ccc(C(=O)NCCC3=CCCCC3)o2)n1
    4	1	7	15	1	7	2	7	2.1
CC(=O)N/N=C(\C)c1ccc2c(c1)OCCO2
    -4	-1	-2	7	0	4	4	7	1.1
S=C(Nc1ccccc1Cl)N(CCCN1CCOCC1)Cc1ccco1
    1	0	1	2	0	0	6	2	3.4
COC(=O)c1cccnc1NC(=S)NNC(=O)c1ccncc1
    -1	2	-5	1	7	3	-3	7	-1.8
CCN(CCO)C(=O)c1ccc2nc(Cc3cccc(Cl)c3)oc2c1
    -1	2	-3	13	-5	0	2	1	-4.2
CCN(C(=O)Cc1ccccc1OC)c1nnc(-c2ccncc2)s1
    2	1	-3	9	-2	0	4	-9	-0.6
CC1CCC2(CC1)NC(=O)N(CC(=O)NC1(C#N)CCCCC1)C2=O (stereo unspecified)
    -4	2	-5	-2	9	-2	3	7	2.2
O=C(NCc1ccc(F)cc1)C1CCC(CNS(=O)(=O)c2cccs2)CC1 (stereo unspecified)
    0	-1	7	1	2	1	4	-2	1.3
O=C(NC(NC(=O)c1c(F)cccc1F)c1ccc([N+](=O)[O-])cc1)c1c(F)cccc1F
    -6	3	-2	0	-1	4	7	-7	0.1
COCC(C)NC(=O)c1ccc2nc(-c3ccccc3)c(-c3ccccc3)nc2c1 (stereo unspecified)
    -8	5	-1	4	3	-4	-3	-10	0.4
CCOC1(C)OCC(=O)[C@]2(CCC3C4CCC5=CC(=O)C=CC5(C)C4C(=O)CC32C)O1 (stereo partly specified)
    1	2	5	-2	-3	5	2	-2	-0.9
CCC(C)N1C(=O)N(c2cccc(Cl)c2)C(C)(O)CC1(C)C (stereo unspecified)
    2	6	-1	0	0	1	0	-4	-0.6
N#Cc1ccc(C(=O)Nc2cccc3ccccc23)c(F)c1
    1	5	-2	-4	0	1	-4	4	0.0
CC(C)Oc1ccc(/C=N/NC(=O)c2nnn(-c3nonc3N)c2CN(C)c2ccccc2)cc1
    -22	-2	-20	5	1	-1	7	2	-0.8
CCC1(CC)C(=O)Nc2ccccc21
    -2	-1	2	0	-2	-6	6	-5	0.4

Following part.
Sequence of screens: Fam108B counter	PAFAH1B2 inh	PME-1 primary	AHR activator	BCLXL inh	pPAFAH inh	GLD-1 TGE inh	MCL1 BIM primary	MEX-5 binding
CCN(CC)S(=O)(=O)c1ccc(NC(=O)c2ccc(CN3CCOCC3)cc2)cc1
    -2	0	3	-9	2	0	4	5	1.0
Cc1occc1C(=O)Nc1cccc(S(=O)(=O)N2CCOCC2)c1
    .	-1	.	3	.	0	0	.	.
O=C(COC(=O)CNC(=O)c1ccccc1F)NCC(F)(F)F
    -4	3	-4	1	15	2	0	-4	0.1
Cc1c(C(=O)NCCN2CCCC(O)C2)oc2c(F)cccc12 (stereo unspecified)
    5	2	3	2	0	2	-5	0	-1.1
CCN(CC(=O)Nc1ccc(OC)cc1)C(=O)CN1C(=O)NC(C)(c2ccc3ccccc3c2)C1=O (stereo unspecified)
    0	7	-3	-4	-1	5	4	-7	-0.5
O=C(Nc1ncccn1)C1c2ccccc2Oc2ccccc21
    1	-1	2	7	0	-2	8	3	0.1
COc1ccc(C(C)C)cc1S(=O)(=O)Nc1ccccn1
    -5	7	1	0	6	4	13	8	2.7
Cc1ccc(C)n1-c1cc(S(=O)(=O)N2CCOCC2)ccc1N1CCCC1
    1	-5	-3	2	18	6	1	18	-1.8
CCOC(=O)NNC(=O)c1ccc(Cl)cc1
    0	3	-2	-3	8	3	-1	-2	-1.1
CC(=O)Nc1ccc(C(=O)N/N=C/C2CC3C=CC2C3)cc1 (stereo unspecified)
    4	6	-2	2	-6	4	-2	-6	1.9
Cc1cc(=O)oc(C)c1C(=O)N1CCc2c([nH]c3ccccc23)C1C(C)C (stereo unspecified)
    1	-4	7	-1	12	11	12	9	1.4
O=C(N/N=C/c1ccccn1)c1ccc(NC(=O)c2ccccc2Cl)cc1
    1	0	-11	1	5	-1	1	5	-1.7
